Screening data as filed in PubChem.
Yp Topo-I inh: Yersinia pestis topoisomerase I inhibitors, primary screen, biochemical, cleavage product accumulation, plate reader, single point; actives 0.064% (n = 360,000); Y. pestis Topo-I cleavage product accumulation; activity, % at 10 µM; in the data active means activity above about 50%, passing the limit was not always enough; inconclusive means no clear call, values can overlap the other calls; further: inactives centre near 2
Anthrax LF inh2: Bacillus anthracis LF protease inhibitors, primary screen, biochemical, multiplex microsphere, MLPCN library | Lethal factor (Bacillus anthracis), P15917 | multiplex microsphere protease cleavage assay | inhibition, % at 10 µM | actives 0.12% (n = 360,000) | AID 588501, 2011; further: plate controls were buffer without enzyme for full effect and enzyme alone for no effect
SARS 3CLpro inh: SARS-CoV 3CLpro protease inhibitors, primary screen, biochemical, quenched FRET. recombinant SARS-CoV 3CLpro, quenched FRET peptide cleavage. inhibition, % at 6 µM. actives 0.14% (n = 290,000). AID 1706, 2009; in the data active means inhibition above about 12%
PrPC TRFRET: inhibitors of human cell surface prion protein PrPC, primary screen, cell-based, TR-FRET; TR-FRET read-out; inhibition, % at 13.8 µM; Major prion protein (Homo sapiens), P04156; actives 0.43% (n = 370,000); in the data active means inhibition above about 24%; further: 0% = median of the test wells and 100% = reference compound wells
PriA SSB inh: inhibitors of Klebsiella pneumoniae PriA binding to SSB C-terminal tail, primary screen, biochemical, AlphaScreen; actives 0.6% (n = 430,000); inhibition, % at 33 µM; AlphaScreen SSBct-PriA binding, biotinylated peptide; AID 1272365, 2023; in the data active means inhibition mostly above about 37%, no sharp cut-off; inactive means mostly below about 20%;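 further: plate controls were negative control peptide for no effect and reference peptide for full effect; strong numbers were not always called active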
Vc quorum ag: inducers of Vibrio cholerae quorum light production without autoinducers, primary screen, BH1578 luxS cqsA deficient, single point; V. cholerae BH1578 lux reporter, luminescence, 6 h; activation, % at 18.7 µM; actives 0.16% (n = 350,000); AID 588436, 2011; in the data active means activation mostly above about 9.7%, no sharp cut-off; inconclusive means no clear call, values can overlap the other calls; inactive means mostly below about 3.7%; further: not every result past the cut was called active; inactives centre near 0; reference of the scale not given here
TcdB GH inh: TcdB glycohydrolase inhibitors, primary screen, biochemical, single point, plate reader | TcdB glycohydrolase enzymatic assay | inhibition, % at 9.99 µM | actives 0.24% (n = 350,000) | AID 652162, 2013; in the data active means inhibition above about 10%
Target sequence (P18177 whole entry, looked up): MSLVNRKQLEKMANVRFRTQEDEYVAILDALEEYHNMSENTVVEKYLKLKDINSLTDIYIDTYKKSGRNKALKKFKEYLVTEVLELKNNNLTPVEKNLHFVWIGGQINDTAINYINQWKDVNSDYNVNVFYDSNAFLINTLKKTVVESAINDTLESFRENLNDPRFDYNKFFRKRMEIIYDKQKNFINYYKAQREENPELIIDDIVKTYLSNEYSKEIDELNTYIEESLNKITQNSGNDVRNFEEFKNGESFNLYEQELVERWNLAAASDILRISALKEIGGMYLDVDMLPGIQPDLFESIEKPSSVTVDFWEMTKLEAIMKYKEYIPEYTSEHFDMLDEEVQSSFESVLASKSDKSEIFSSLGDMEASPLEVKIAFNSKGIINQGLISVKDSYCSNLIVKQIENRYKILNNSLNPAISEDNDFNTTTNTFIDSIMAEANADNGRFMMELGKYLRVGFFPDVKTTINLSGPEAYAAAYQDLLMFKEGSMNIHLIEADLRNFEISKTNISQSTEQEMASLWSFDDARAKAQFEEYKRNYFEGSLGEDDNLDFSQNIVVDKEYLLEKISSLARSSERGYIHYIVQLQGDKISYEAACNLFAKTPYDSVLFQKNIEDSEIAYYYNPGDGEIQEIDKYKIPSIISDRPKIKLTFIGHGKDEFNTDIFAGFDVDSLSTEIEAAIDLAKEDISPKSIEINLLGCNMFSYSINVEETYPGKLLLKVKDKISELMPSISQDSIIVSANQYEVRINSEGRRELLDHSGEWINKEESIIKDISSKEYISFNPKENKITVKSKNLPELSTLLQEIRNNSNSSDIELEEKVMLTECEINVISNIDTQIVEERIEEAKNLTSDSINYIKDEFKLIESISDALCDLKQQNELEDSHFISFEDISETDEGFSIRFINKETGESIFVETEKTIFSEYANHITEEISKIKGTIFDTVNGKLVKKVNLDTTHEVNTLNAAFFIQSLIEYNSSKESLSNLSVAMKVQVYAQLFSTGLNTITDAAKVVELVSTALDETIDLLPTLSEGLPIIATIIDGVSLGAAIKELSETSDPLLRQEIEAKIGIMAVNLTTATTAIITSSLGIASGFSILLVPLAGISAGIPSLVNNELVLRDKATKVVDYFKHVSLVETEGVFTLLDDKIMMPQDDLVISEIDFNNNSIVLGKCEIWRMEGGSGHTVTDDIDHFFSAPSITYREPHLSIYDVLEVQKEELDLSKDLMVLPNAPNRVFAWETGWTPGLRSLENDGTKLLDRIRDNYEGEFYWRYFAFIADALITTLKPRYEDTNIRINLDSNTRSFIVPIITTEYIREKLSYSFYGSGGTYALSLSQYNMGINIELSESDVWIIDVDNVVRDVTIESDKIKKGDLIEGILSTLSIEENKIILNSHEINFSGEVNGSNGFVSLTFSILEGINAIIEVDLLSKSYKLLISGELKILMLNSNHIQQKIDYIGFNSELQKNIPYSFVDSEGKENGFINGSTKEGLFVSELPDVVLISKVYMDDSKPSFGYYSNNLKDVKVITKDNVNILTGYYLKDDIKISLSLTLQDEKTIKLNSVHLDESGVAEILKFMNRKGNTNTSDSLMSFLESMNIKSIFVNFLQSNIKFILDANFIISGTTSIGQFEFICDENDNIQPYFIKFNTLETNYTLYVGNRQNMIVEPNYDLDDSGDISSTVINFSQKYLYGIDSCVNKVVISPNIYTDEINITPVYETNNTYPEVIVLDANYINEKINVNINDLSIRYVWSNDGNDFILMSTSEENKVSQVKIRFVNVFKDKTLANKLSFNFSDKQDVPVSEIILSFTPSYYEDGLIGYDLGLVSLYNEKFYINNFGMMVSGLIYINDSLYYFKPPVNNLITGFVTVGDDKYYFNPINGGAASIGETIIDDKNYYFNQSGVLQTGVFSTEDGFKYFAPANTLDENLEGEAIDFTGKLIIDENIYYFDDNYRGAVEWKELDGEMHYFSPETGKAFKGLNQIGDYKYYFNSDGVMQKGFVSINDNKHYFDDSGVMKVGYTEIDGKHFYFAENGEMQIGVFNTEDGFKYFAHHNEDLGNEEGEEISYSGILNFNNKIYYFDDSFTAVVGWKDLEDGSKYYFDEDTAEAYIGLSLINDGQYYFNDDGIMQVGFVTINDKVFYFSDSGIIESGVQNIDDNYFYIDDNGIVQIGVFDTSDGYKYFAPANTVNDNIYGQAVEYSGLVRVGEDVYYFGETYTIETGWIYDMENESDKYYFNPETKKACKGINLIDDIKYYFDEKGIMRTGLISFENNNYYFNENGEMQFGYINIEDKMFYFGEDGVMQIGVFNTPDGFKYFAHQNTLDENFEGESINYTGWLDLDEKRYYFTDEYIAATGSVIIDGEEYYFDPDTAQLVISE
BoNT A protease: BoNT/A light chain protease inhibitors, primary screen, biochemical, flow cytometry, MLPCN library; Botulinum neurotoxin type A light chain protease (Clostridium botulinum A str. ATCC 3502); multiplex microsphere protease substrate cleavage; inhibition, % at 10 µM; actives 0.17% (n = 360,000); further: plate controls were buffer without enzyme for full effect and enzyme alone for no effect
PfHsp40 yeast: rescue of yeast from PfHsp40 toxicity, primary screen, S. cerevisiae, ATP luminescence; S. cerevisiae expressing PfHsp40, growth rescue; growth rescue, % at 12.5 µM; actives 0.68% (n = 340,000); in the data active means growth rescue above about 28%, passing the limit was not always enough; inconclusive means no clear call, values can overlap the other calls;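 further: yeast W303a lacking pdr1 and pdr3 grown in galactose medium; growth measured after three days at 30 °C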
An asterisk follows results filed as active; i = inactive; ? = inconclusive; / = no result given. Unless noted, no stated cut-off is given here; in the data, active means inhibition above about 30%; inconclusive means no clear call, values can overlap the other calls; inactive means below that. A portion of the library; the hit share may differ from the screen's.

SMILES	Yp Topo-I inh	Anthrax LF inh2	SARS 3CLpro inh	PrPC TRFRET	PriA SSB inh	Vc quorum ag	TcdB GH inh	BoNT A protease	PfHsp40 yeast
O=C(Nc1ccccc1)Nc1nnc(COc2ccccc2F)s1	5.2	-5.8	6.0	0.1	-1.3	-0.4	0.0	-0.8	-0.5
COc1ccc(C(=O)NCCS(=O)(=O)NCC2CCCO2)cc1 (stereo unspecified)	6.9	1.5	/	-10.4	-4.6	-0.7	-0.8	1.3	-0.5
COc1ccccc1NC(=O)Nc1c(C)n(C)n(-c2ccccc2)c1=O	-3.8	-5.2	-2.6	-1.7	-12.6	3.8	/	?	-1.7
Cc1ccc(NS(=O)(=O)c2ccc(-c3csc(C)n3)s2)c(C)c1	13.8	0.8	3.0	4.5	-5.1	1.9	0.3	-0.8	7.0
CCN(CC)S(=O)(=O)c1ccc(C)c(NC(=O)COc2ccc(Br)cc2Cl)c1	12.6	0.4	-0.4	3.2	-4.9	-0.2	-0.7	-0.2	-0.3
Cc1nnc(NCc2ccccc2)c2ccccc12	3.8	14.6	1.9	-8.8	2.2	i	-1.3	3.4	-0.3
CCN(CC)C(=O)CSc1nnc2nnc3cc(C)ccc3n12	3.1	/	1.9	-43.5	1.1	0.7	1.0	/	-0.8
O=C(CNc1ccc(C(F)(F)F)cc1)Nc1cccc(S(=O)(=O)N2CCCC2)c1	2.3	-3.0	/	12.5	8.0	2.5	0.2	0.1	5.4
Cc1cccn2c(=O)c3cc(C(=O)NC4CCS(=O)(=O)C4)sc3nc12 (stereo unspecified)	-0.5	-9.6	-1.6	-30.9	-8.3	-0.3	0.5	0.7	8.6
COc1ccc(Cl)cc1CN1C(=O)C(Cc2ccccc2)ON=C1C (stereo unspecified)	-13.4	-3.9	/	-2.3	/	-3.3	1.0	-1.1	/
CCOc1cnc(-c2ccccc2F)o1	8.9	-14.3	2.1	-4.4	4.2	i	0.6	-0.7	-0.7
COC(=O)c1cc(NS(=O)(=O)c2cccc(Cl)c2)ccc1N1CCOCC1	8.1	-0.9	0.7	-1.4	-11.1	0.4	1.1	-6.5	-0.7
CC(O)C(NS(=O)(=O)c1ccc(Cl)cc1)C(=O)OCc1nnc(-c2ccccc2)o1 (stereo unspecified)	22.4	2.7	-4.9	3.9	-7.1	/	0.1	0.1	22.2
O=C(O)CN1CCN(Cc2ccccc2F)C1=O	-9.9	-6.1	-0.1	-4.0	-4.6	i	1.2	-0.6	-0.3
COCn1cnc(-c2ccccc2)c1-c1ccccc1	-1.7	1.9	/	-8.8	-0.9	-0.3	0.7	-0.1	-1.0
CCN(CC)c1cc(CS(=O)c2ccccc2)nc(-c2ccccc2)n1 (stereo unspecified)	37.6	1.1	3.4	-3.9	-5.5	-3.8	/	0.6	-0.3
Nc1nc(CN2CCN(Cc3ccccc3)CC2)nc(Nc2ccc3c(c2)OCCO3)n1	-3.6	-2.1	2.4	2.5	29.9	-0.3	/	0.8	0.5
C=C(C)c1cccc(C(C)(C)NC(=O)Nc2cc(C)ccn2)c1	36.8	1.6	1.9	3.7	-5.5	-0.8	-5.9	1.0	0.2
CCc1ccc(CNCCSc2nnnn2C)cc1	-7.1	-1.1	-3.2	-5.0	2.2	-1.8	/	-1.0	0.1
O=C(Nc1ccccc1-c1nnn(CC(=O)N2CCOCC2)n1)c1ccccc1F	-2.2	-1.1	-0.8	9.2	1.2	0.5	0.6	0.5	41.8*
COc1ccc(/C=C(/NC(=O)c2ccco2)C(=O)Nc2ccc(C(=O)O)cc2)cc1	2.1	-2.4	-0.7	-10.9	6.6	-0.3	1.0	0.0	0.5
Cc1nc(N=C(N)N)nc2ccccc12	3.6	-1.5	1.7	4.1	-1.7	-0.6	0.4	0.0	1.1
COc1cccc(CNC(=S)Nc2cc(C)cc(C)c2)c1	7.6	-6.2	3.3	-2.1	-10.7	0.0	0.3	0.0	1.9
CCc1nc2ccc(C(=O)N3CCN(C(=O)c4ccco4)CC3)cn2c1N(C)C(=O)C1CCCCC1	1.8	2.4	/	3.9	/	-5.0	-9.8	-0.3	/
O=C(CSc1nc2ccccc2s1)c1ccc(O)cc1O	-0.3	0.9	4.2	7.0	-5.1	i	0.5	1.1	-0.7
Next part:
SMILES	Yp Topo-I inh	Anthrax LF inh2	SARS 3CLpro inh	PrPC TRFRET	PriA SSB inh	Vc quorum ag	TcdB GH inh	BoNT A protease	PfHsp40 yeast
CCN(CC(=O)N1CCN(c2ccccc2)CC1)S(=O)(=O)c1ccc(C)cc1	22.2	-0.2	3.0	-3.3	-17.4	-0.2	0.9	-0.2	1.2
Cc1ccc(Oc2ccc(NC(=O)Cn3ccsc3=N)cc2)cc1	-23.2	1.4	4.7	-3.8	13.2	-0.5	/	-0.4	0.3
Cc1sc2nc(SCC(=O)N3CCOCC3)[nH]c(=O)c2c1C	13.1	3.5	1.0	-6.0	-14.4	-0.3	2.7	0.0	1.3
O=C(CN1C(=O)c2ccccc2S1(=O)=O)c1ccc(OC(F)F)cc1	-0.7	-0.6	3.3	/	-6.7	i	/	-0.4	-0.9
O=C(NC(=S)NCCc1ccc(Cl)cc1)c1ccco1	0.0	-0.7	0.4	11.1	-9.4	i	0.1	-0.1	14.4
CCNC(=O)NC(=O)CSc1ccc2ccccc2c1	13.8	-6.7	6.4	11.1	-25.0	0.2	0.5	-1.4	18.5
CCOC(=O)c1c(OCCO)nn(-c2ccc(Cl)cc2)c1N	-6.1	-6.5	0.0	7.1	-8.5	-0.2	0.2	0.4	0.4
COc1ccc(C(=O)Nc2ccc(C(=O)OCC(=O)c3cccc4ccccc34)cc2)cc1	-2.4	0.7	0.9	5.8	-6.1	i	1.1	0.3	-1.5
CCOC(=O)[C@]12CCC=C1N(CCC1=CCCCC1)C(=O)[C@H](CC(=O)NCc1ccccc1)C2	/	-5.9	/	-3.0	/	/	0.9	-0.7	/
CCOC(=O)CCc1c(C)nc2c(c(C)nn2-c2ccc(C)cc2)c1C	3.9	3.7	4.0	1.1	-12.1	i	0.6	-2.2	-1.4
Cc1ccc(S(=O)(=O)N2CCOCC2)cc1C(=O)OCC(=O)N1CCCCC1	-10.3	-3.1	/	5.5	0.4	-13.4	-0.6	0.1	-0.8
COc1ccc(SCCN2CC[C@@H](C)CCC2=O)cc1	16.3	-5.3	/	-2.9	-16.5	i	-0.2	-0.1	-1.2
O=C(COn1nnc2ccc(Cl)cc21)NC12CC3CC(CC(C3)C1)C2	-8.9	-3.0	-1.5	-1.1	-19.1	-0.3	/	-0.6	3.0
O=C(O)/C=C/c1cccc2c1OCCO2	-0.7	-1.9	-1.8	4.6	-2.2	-0.3	-1.0	0.3	0.0
Cc1ccc(NNC(=S)Nc2ccc(C(C)C)cc2)c(C)c1	3.4	-3.0	-4.3	3.1	31.8	i	-0.9	-1.1	7.9
COCCOc1ccc(C(F)(F)F)cc1NC(=O)COC(=O)Cc1c[nH]c2ccccc12	8.6	1.5	/	0.0	-9.4	i	2.8	-1.1	3.8
Cc1cc(C)c2c(=O)n3c(nc2c1)C(Cc1ccc(O)cc1)NC(=O)c1cc2ccccc2cc1-3 (stereo unspecified)	58.7*	1.5	/	14.4	/	-1.6	1.5	-0.4	/
O=C(CSc1nnc(C2COc3ccccc3O2)o1)Nc1ccc(F)cc1Cl (stereo unspecified)	-13.1	-3.2	5.8	4.6	-8.0	-0.3	-0.8	-0.4	1.4
Cc1cnc(CNC(=O)c2ccc(OC3CCN(C(=O)C4CC4)CC3)cc2)cn1	0.4	-1.5	1.8	5.1	-0.7	-0.4	1.3	0.1	-2.2
CCOc1ccc(CC2S/C(=N/c3ccccn3)NC2=O)cc1 (stereo unspecified)	8.2	-0.9	-1.2	6.8	/	i	/	1.0	0.9
Cc1[nH]c2ccccc2c1-c1csc(NC(=O)CN2CCOCC2)n1	3.2	1.1	-0.4	-0.7	3.3	2.8	4.5	-1.1	0.6
O=C(O)CCN1C(=O)/C(=C2\C(=O)N(Cc3ccc(F)cc3)c3ccccc32)SC1=S	20.6	5.5	0.0	-5.1	-3.8	-5.6	-0.5	-3.2	0.7
CCOC(=O)CC(=O)CSc1ccc2nnc(-c3ccccc3)n2n1	12.3	0.3	-0.4	-1.6	-9.4	-0.2	1.3	?	0.2
CCc1ccc(OCC(=O)c2c(O)c3ccccc3oc2=O)cc1	1.4	-8.3	3.5	2.1	10.2	i	0.5	-1.3	-0.1
CCCN1CCN(S(=O)(=O)c2ccc3c(c2)OCCO3)CC1	-9.9	-7.6	-1.1	-2.9	1.9	0.1	1.4	-0.8	-0.7

Some of the entries above in a different format:
Structure,Yp Topo-I inh,Anthrax LF inh2,SARS 3CLpro inh,PrPC TRFRET,PriA SSB inh,Vc quorum ag,TcdB GH inh,BoNT A protease,PfHsp40 yeast
CCN(CC(=O)N1CCN(c2ccccc2)CC1)S(=O)(=O)c1ccc(C)cc1,22.2,-0.2,3.0,-3.3,-17.4,-0.2,0.9,-0.2,1.2
Cc1ccc(Oc2ccc(NC(=O)Cn3ccsc3=N)cc2)cc1,-23.2,1.4,4.7,-3.8,13.2,-0.5,/,-0.4,0.3
Cc1sc2nc(SCC(=O)N3CCOCC3)[nH]c(=O)c2c1C,13.1,3.5,1.0,-6.0,-14.4,-0.3,2.7,0.0,1.3
O=C(CN1C(=O)c2ccccc2S1(=O)=O)c1ccc(OC(F)F)cc1,-0.7,-0.6,3.3,/,-6.7,i,/,-0.4,-0.9
O=C(NC(=S)NCCc1ccc(Cl)cc1)c1ccco1,0.0,-0.7,0.4,11.1,-9.4,i,0.1,-0.1,14.4
CCNC(=O)NC(=O)CSc1ccc2ccccc2c1,13.8,-6.7,6.4,11.1,-25.0,0.2,0.5,-1.4,18.5
CCOC(=O)c1c(OCCO)nn(-c2ccc(Cl)cc2)c1N,-6.1,-6.5,0.0,7.1,-8.5,-0.2,0.2,0.4,0.4
COc1ccc(C(=O)Nc2ccc(C(=O)OCC(=O)c3cccc4ccccc34)cc2)cc1,-2.4,0.7,0.9,5.8,-6.1,i,1.1,0.3,-1.5

The list goes on.
SMILES	Yp Topo-I inh	Anthrax LF inh2	SARS 3CLpro inh	PrPC TRFRET	PriA SSB inh	Vc quorum ag	TcdB GH inh	BoNT A protease	PfHsp40 yeast
COc1cc(/C=C/C(=O)OCC(=O)N2CCC(C)CC2)ccc1OCC#N	6.8	-3.1	/	1.3	6.7	i	1.3	0.0	0.2
O=C(/C=C/c1ccco1)NC(=S)Nc1cc(C(F)(F)F)ccc1N1CCOCC1	-12.9	-1.5	0.6	3.6	9.2	-0.4	-0.3	0.5	1.3
O=C(COC(=O)c1cccs1)NCCN1C(=O)CSC1=O	8.1	1.1	3.4	-2.4	-8.0	-0.4	/	-0.4	-1.4
COc1ccc(C(=O)Nc2cc(C)cc(C)c2)cc1S(=O)(=O)N1CCOCC1	25.7	-3.5	-1.3	-0.4	-6.7	i	/	0.6	1.0
C/C(=C\[C@@H](NP(=O)(c1ccccc1)c1ccccc1)c1ccccc1)CO[Si](c1ccccc1)(c1ccccc1)C(C)(C)C	10.1	-9.6	/	-1.3	-8.6	i	0.9	-0.6	-0.9
COC(=O)CSc1nccc(-c2cccs2)n1	7.1	-0.6	6.2	15.5	-14.7	-0.3	3.8	-1.6	-1.1
